mcGAS MS inh: inhibitors of mouse cGAS; Q8C6L5; 0.18% of 130,000 active; recombinant mouse cGAS, cGAMP by RapidFire MS; AID 1259397; inhibition, % at 12.5 µM;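 active = inhibition of cGAS enzyme activity at or above 60%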;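 also: enzyme stimulated by 45 bp dsDNA with ATP and GTP substrates; cGAMP share of summed cGAMP plus half ATP and half GTP signals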
Target sequence (Q8C6L5 whole entry, looked up): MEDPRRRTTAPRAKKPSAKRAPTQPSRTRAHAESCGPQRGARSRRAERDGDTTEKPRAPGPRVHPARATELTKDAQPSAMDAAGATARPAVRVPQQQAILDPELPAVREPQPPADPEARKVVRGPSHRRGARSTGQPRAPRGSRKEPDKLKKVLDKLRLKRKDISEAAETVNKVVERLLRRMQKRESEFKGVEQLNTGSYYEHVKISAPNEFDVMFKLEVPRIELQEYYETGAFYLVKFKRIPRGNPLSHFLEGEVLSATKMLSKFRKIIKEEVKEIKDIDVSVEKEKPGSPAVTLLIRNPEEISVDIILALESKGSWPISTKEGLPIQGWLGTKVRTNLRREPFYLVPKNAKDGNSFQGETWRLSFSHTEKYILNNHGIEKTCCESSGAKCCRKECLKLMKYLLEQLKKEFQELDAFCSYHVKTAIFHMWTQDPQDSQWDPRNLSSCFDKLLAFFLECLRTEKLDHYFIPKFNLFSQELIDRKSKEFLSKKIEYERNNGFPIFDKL
* marks the source's active call; other numbers are inactive results. These rows are one share of the data, so the mix of outcomes need not match the whole.

SMILES | mcGAS MS inh
Cc1ccc(-n2c(=O)[nH]c3c(C(=O)Nc4cc(C)ccc4C)cn(C)c3c2=O)cc1 | -5
N#Cc1ccc(CN2CCN(Cc3cc4c(cc3Br)OCCO4)CC2)cc1 | -9
O=C1CCCN1C1CCCN(CCS(=O)(=O)c2ccccc2)C1 (stereo not given) | 9
O=C1/C(=C/c2ccco2)SC(=S)N1CCc1ccccc1 | 7
C/C(=N/NC(=O)c1c[nH]c2ccccc12)c1c(O)cc(C)oc1=O | -5
O=C(c1ccc(C(F)(F)F)o1)N1CCC2(CC1)Nc1ccccc1C(=O)N2c1cccnc1 | 1
CCOc1ccnc2c1c(=O)n(Cc1cccnc1)c(=O)n2C | 2
CCc1ccc(CN(C)C(=O)c2sc(C(C)C)nc2C)nc1 | -9
CC1(C(=O)Nc2cccc(Oc3ccccc3)c2)CCN1CCOc1ccccc1 (stereo not given) | -5
O=C(Cc1csc(-c2cc(Br)cs2)n1)N1CC2CCCCC2C1 (stereo not given) | -28
CCOC(=O)N1CCN(C(c2cccc(F)c2)c2c(O)cc(C)n(CCOC)c2=O)CC1 (stereo not given) | -8
CC(C)(C)c1nn(CN2CCC(C(=O)NCc3ccccc3)CC2)c(=S)o1 | 0
Cc1[nH]nc(NS(=O)(=O)c2ccc(F)cc2Cl)c1C | 19
CC(=O)c1ccc(OCc2ccccc2)c(OCc2ccccc2)c1O | -5
COCCNC(=O)CSc1nnc(C2CC2)o1 | -10
COc1ccc(C(C)=O)cc1CN1C(=O)C(C)ON=C1c1ccncc1 (stereo not given) | -14
O=C(c1ccoc1)N1CCC(N2CCCC(C(=O)N3CCOCC3)C2)CC1 (stereo not given) | -9
Cc1nn(C)cc1C(C)Nc1nc(N)nc2[nH]ncc12 (stereo not given) | 2
Cc1cn(Cc2csc(C(C)C)n2)cc1C#N | -15
CC(C)Oc1ccc(C(=O)N(C)C2CCS(=O)(=O)C2)cc1 (stereo not given) | -2
CC(C)NC(=O)N1CCN(c2ccncc2S(=O)(=O)N2CCOCC2)CC1 | -25
COc1ccc(OC(C(=O)O[C@H]2C(=O)N(c3ccccc3)CC2(C)C)c2ccccc2)cc1 (stereo not given in full) | -8
Cc1nnc2n1NC/C(=C\c1ccccc1)S2 | -4
CC1CCCCC1NC(=O)C(C)n1ncn2cccc2c1=O (stereo not given) | -9
Cc1c(C(C)NC(=O)c2csc(Cc3ccccc3)n2)cnn1-c1ccccn1 (stereo not given) | -5
COc1cccc(CNCCN2CCOCC2)c1OCC(N)=O | -1
O=S1(=O)CCN2C(Cc3ccc(SC(F)F)cc3)=CSC2=N1 | -9
CN1CCCN(c2nccn3ccnc23)CC1 | -4
O=C(CC1C(=O)NCCN1CC(c1ccccc1)c1ccccc1)NCCCn1ccnc1 (stereo not given) | -14
CNC(=O)c1nc(CN2CCOC(CCCC(C)C)C2)no1 (stereo not given) | -7
CC(=O)CC(C)(C)NC(=O)CCN(Cc1ccccn1)C1CC1 | 0
CC(NC1(CNC(=O)C(C)n2ccnc2)CCCC1)c1ccccc1 (stereo not given) | -7
CN(C)C(=O)N1CC[C@@H](c2ccc3ccccc3c2)[C@H](O)C1 | -32
COc1ccc(C(C)=O)cc1Cn1c(C)c(C(=O)N(C)Cc2ccc(F)cc2)sc1=O | -3
CC(Oc1ccccc1)C(=O)N=Nc1c(O)[nH]c2ccc(Br)cc12 (stereo not given) | 25
Cc1nn(CC(C)C)c2sc(C(=O)N(C)CC(=O)Nc3cccc(F)c3)cc12 | 12
Cc1ccnc(NC(=O)CNC(=O)Cc2cccc3ccccc23)c1 | 4
CSc1nnc(CC2CCN(Cc3cc(C(C)(C)C)n[nH]3)CC2)n1C | -22
CCCN(C(=O)CCc1cc(OC)cc(OC)c1)C(C)(C)C | 1
CC(C)Cn1c(SCC(=O)NC(C)c2ccc(F)cc2F)nc2ncccc2c1=O (stereo not given) | 2
CCS(=O)(=O)c1ncc(CN(Cc2cnn(C)c2)C(C)C)n1Cc1ccccc1 | -8
Cc1ccccc1-c1ncc(CN2CCN(C)C(C(=O)O)C2)cn1 (stereo not given) | -11
CCNC(=O)N1CCN(S(=O)(=O)c2ccc(Cl)cc2)CC1 | -4
O=C1NC(=S)N/C1=C\c1cc2c(cc1[N+](=O)[O-])OCO2 | 1
CNS(=O)(=O)c1csc(C(=O)N(C)Cc2ccccc2C)c1 | -2
CCn1ncnc1CN1CCC(CNS(C)(=O)=O)C1 (stereo not given) | -9
COc1cc(C=C(C#N)S(=O)(=O)c2ccc(F)cc2)cc(Br)c1O | 0
COc1ccccc1OCC(=O)Nn1cnc2c(cnn2C(C)(C)C)c1=O | -8
CN(C)CCC1CN(C(=O)CCc2ccc(F)c(F)c2)CCO1 (stereo not given) | -3
CCCN1C(=O)COCc2cc(-c3cccnc3)ccc21 | -3
CSCCC(=O)N1CCC(C(=O)Nc2ccc(Oc3ccccc3F)cc2)CC1 | -1
Cc1noc(CCNC(=O)NC(C)c2cccc(OC(C)C)c2)n1 (stereo not given) | 3
CN=c1scc(-c2ccc([N+](=O)[O-])cc2)n1N=Cc1ccco1 | -10
CCOc1ccnc(N2CCN(Cc3ccc4c(c3)OCO4)CC2)n1 | -10
Cc1ccc(NC2CCCN(C(=O)c3ccccc3N3CCOCC3)C2)cc1C (stereo not given) | -11
CC(O)CCc1ccc(Oc2ccc3nnnn3n2)cc1 (stereo not given) | 4
CCn1c(=O)n(CCC(=O)NCCc2ccccc2)c2ccccc21 | -7
CC(C)n1nccc1NC(=O)c1ccc(-c2ccccc2F)o1 | -2
Cc1nc2ccc(Cl)cn2c1C(=O)N1CC2(CCNCC2)CC1C(=O)O (stereo not given) | -12
C=CC[C@@H]1CC=C[C@@H](CC=C)N1C(=O)c1ccc2nc[nH]c2c1 | -12
Next section
SMILES | mcGAS MS inh
CC(=O)Nc1ccc(C(=O)N2CCC3(CCOCC3)CC2)cc1C | 1
CNC(=O)NC(=O)C(C)Sc1ncnc2sc3c(c12)CCC3 (stereo not given) | -12
Cc1nc2cc(OCc3cc(C(=O)N4CCCCCC4)no3)ccc2s1 | 0
COc1cccc(C(C)(O)c2nc(-c3ccoc3)cs2)c1 (stereo not given) | 3
CC(CNC(=O)[C@H]1CCC(=O)N1)Oc1ccccc1Br (stereo not given in full) | -10
CN1CCN(C(=O)C23CC4CCC2(C)C4(C)CO3)CC1 (stereo not given) | -6
O=C(NCCCn1cccn1)c1ccc2nc(C3CCCCC3)oc2c1 | -11
CNc1cc(-c2nc(N3CCCC3)nc(C)c2C)c2cc[nH]c2n1 | 21
Cc1c(C)c(C)c(S(=O)(=O)NCCN2C(=O)CSC2=O)c(C)c1C | 2
C=CCNC(=O)CN1CCNCC1 | -11
Cc1ccccc1-n1ncc(C(=O)O)c1-c1ccccc1 | -3
COc1ccc(Nc2nc(Cl)c(/C=N\N3CCOCC3)s2)cc1 | -6
C=CCN=c1scc(-c2ccc(OC(F)F)cc2)n1N=Cc1ccc(O)cc1O | -20
CCOC(=O)C1(Cc2ccc(F)cc2F)CCCN(C(=O)C2=CC(=O)CC(C)(C)O2)C1 (stereo not given) | -7
COc1ccc(C)cc1S(=O)(=O)Nc1cccc([N+](=O)[O-])c1 | -4
CN(C)Cc1cccc(CN(C)c2cc(N(C)C)ncn2)c1 | -5
Cc1nn(C2CCS(=O)(=O)C2)c(C)c1CN(C)C(=O)Cn1nnc(COc2ccccc2)n1 (stereo not given) | -4
CC(C)c1cc(C2CCN(C(=O)[C@H]3CCCO3)CC2)[nH]n1 | 2
O=c1cc(CSc2ccccc2)[nH]c(=O)[nH]1 | -1
Cc1n[nH]c(C)c1Cc1nc(CN2CCN(C)CC2)no1 | -8
COc1cccc(NC(=O)NCc2nnnn2C2CCCCC2)c1 | 10
[O-][n+]1ccccc1Oc1nnc(-c2ccc(F)cc2)c2ccccc12 | -5
O=C(CN1CCN(c2ccccn2)CC1)NCc1ccc(Cl)cc1 | -21
CC(C)CN1CC(C(=O)Nc2ccc3c(c2)OCCCO3)CC1=O (stereo not given) | -7
O=C1NCCCCC1N1CCN(C(=O)c2cc3ccccc3o2)CC1 (stereo not given) | -13
CC(CNC(=O)c1cnon1)Oc1cccnc1 (stereo not given) | -8
O=S(=O)(Oc1ccc2oc3ccccc3c2c1)c1ccc2c(c1)OCCO2 | -7
CN1CCCC2(CCN(c3ncccc3C(=O)O)C2)C1=O (stereo not given) | -31
C#CCOc1cc(F)ccc1NC(=O)NCc1nnc2ccccn12 | -7
Cc1ccc(CSCc2ccc(C)cc2)cc1 | -8
COc1ccc(-c2nc3c(s2)CN(C(C(=O)O)c2c[nH]c4ccc(CO)cc24)CC3)cc1OC (stereo not given) | -4
Cc1cccc(Cn2c(CCc3ccccc3O)n[nH]c2=O)c1 | -25
N#CCn1nc2n(c(=O)c1=O)CCN2c1ccccc1 | -3
CCOC(=O)C1(CC2CC2)CCN(Cc2cn[nH]c2-c2cccc(F)c2)CC1 | -4
CN(C)c1ccc(CN2CCN(c3ncnc4ccccc34)CC2)cn1 | -9
Cc1cccc(C(=O)Oc2cccc3cccnc23)c1 | -9
Cc1cc(NC(=O)CSc2ccc3ccccc3n2)n(C)n1 | -2
CC(Sc1ccc(Cl)c(C(F)(F)F)c1)C(=O)Nc1ccc(C(N)=O)cc1 (stereo not given) | 4
COc1cc(F)c(CN2CCCC2c2ccc(F)cc2)cc1OC (stereo not given) | -42
Cc1ccc(C(=O)NCc2cccnc2N2CCOCC2)cn1 | 2
CO[C@H]1CN(C(C)C)C[C@@H]1Nc1ncc(C)c(N(C)C)n1 | -5
O=C(O)CNC(=O)c1ccc(Br)o1 | -2
CCn1nccc1NC(=O)c1cccc(S(C)(=O)=O)c1 | 11
O=C(c1c[nH]c2ncccc12)N(Cc1cccnc1)CC1CCCO1 (stereo not given) | -1
COc1cccc(NC(=O)C2(C)CCN2CC2CC2)c1 (stereo not given) | -5

Of the compounds above, these have a furan ring, fused or not.
SMILES | mcGAS MS inh
O=C1/C(=C/c2ccco2)SC(=S)N1CCc1ccccc1 | 7
O=C(c1ccc(C(F)(F)F)o1)N1CCC2(CC1)Nc1ccccc1C(=O)N2c1cccnc1 | 1
O=C(c1ccoc1)N1CCC(N2CCCC(C(=O)N3CCOCC3)C2)CC1 (stereo not given) | -9
CN=c1scc(-c2ccc([N+](=O)[O-])cc2)n1N=Cc1ccco1 | -10
CC(C)n1nccc1NC(=O)c1ccc(-c2ccccc2F)o1 | -2
COc1cccc(C(C)(O)c2nc(-c3ccoc3)cs2)c1 (stereo not given) | 3
O=C1NCCCCC1N1CCN(C(=O)c2cc3ccccc3o2)CC1 (stereo not given) | -13
O=S(=O)(Oc1ccc2oc3ccccc3c2c1)c1ccc2c(c1)OCCO2 | -7
O=C(O)CNC(=O)c1ccc(Br)o1 | -2

More results
SMILES | mcGAS MS inh
O=C(CSc1nnnn1C1CC1)NCC1(N2CCOCC2)CCCCC1 | -8
CN(Cc1cccnc1Cl)C(=O)c1cc(CN2CCCC(O)C2)on1 (stereo not given) | 3
Cc1ccc(C(=O)NCc2cccnc2N2CCCN(C)CC2)c(O)c1 | -14
CC(OC(=O)c1ccc(CN2CCCCC2)cc1)C(=O)NCc1cccs1 (stereo not given) | 4
Fc1cc(F)c(F)c(OC[Si]23OCCN(CCO2)CCO3)c1F | -4
C=c1c([N+](=O)[O-])cccc1=c1[nH]/c(=C/C=C/c2ccccc2)c(=O)o1 | -12
O=C(c1cccc(-c2cn[nH]c2)c1)N1CCOC(C(F)(F)F)C1 (stereo not given) | -3
N#CC1(C#N)OC(C#N)(C#N)C2c3ccccc3OC21 (stereo not given) | -13
CCOC(=O)CN(C)C(=O)CC(c1ccccc1)c1ccccc1F (stereo not given) | -7
C[C@@H]1[C@H]2C[C@@H](C[C@H]1NC(=O)CCC(=O)NC1CCCC1)C2(C)C | -5
Cc1cccc(CSc2ncc(CO)n2CC(=O)NC(C)C)c1 | -1
NC(N)=NCc1ccc2c(c1)OCCO2 | 5
COc1ccc(C(=O)NCC2CCCN(S(C)(=O)=O)C2)c(OC)n1 (stereo not given) | -14
CC(=O)Nc1cc(C(=O)Nc2c(O)cccc2F)ccc1F | -5
Cc1ccccc1OCC1=NN2C(=N)/C(=C/c3ccc([N+](=O)[O-])o3)C(=O)N=C2S1 | -1
CC1(C)Nc2ccccc2NC1=O | -7
Cc1ccc(-c2csc3ncnc(N4CCN(C(C(N)=O)c5ccccc5)CC4)c23)cc1 (stereo not given) | -7
CC1C(=O)N(c2cccc(Br)c2)CCN1C(=O)c1ccc(Cl)c(Cl)c1 (stereo not given) | -9
CCCCN1C(=O)c2ccc(C(=O)OCc3nc4ccccc4s3)cc2C1=O | -5
CCC(NC(=O)c1ccc(C(N)=O)nc1)c1ccc(Cl)cc1 (stereo not given) | -2
Cc1cc(OCCON2C(=O)CCC2=O)c(C)cc1Cl | 0
OCCn1nnnc1-c1ccccc1 | -23
COc1ccccc1N1CC(NC(=O)c2occc2C)CC1=O (stereo not given) | -22
COc1cccc(S(=O)(=O)NC(=O)c2ccccc2OC)c1 | -10
NC(=O)CCC1CCCN(C(=O)c2cc3cc(Br)ccc3o2)C1 (stereo not given) | -16

Shown in markdown: part of the list above.
| Structure | mcGAS MS inh |
| --- | --- |
| CCCCN1C(=O)c2ccc(C(=O)OCc3nc4ccccc4s3)cc2C1=O | -5 |
| CCC(NC(=O)c1ccc(C(N)=O)nc1)c1ccc(Cl)cc1 (stereo not given) | -2 |
| Cc1cc(OCCON2C(=O)CCC2=O)c(C)cc1Cl | 0 |
| OCCn1nnnc1-c1ccccc1 | -23 |
| COc1ccccc1N1CC(NC(=O)c2occc2C)CC1=O (stereo not given) | -22 |
| COc1cccc(S(=O)(=O)NC(=O)c2ccccc2OC)c1 | -10 |

Source: PubChem (Fisher Drug Discovery Resource Center)
